Screening results from PubChem BioAssay.
NFkB transloc inh: blocks IL-1B driven NFkB nuclear translocation in HUVEC cells; HUVEC IL-1B NFkB p65 nuclear translocation imaging; inhibition, % at 2 µM; 94,000 compounds, 0.43% hits; AID 796;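 active means inhibition above about 30% together with a positive call from visual inspection of the well image, limit read from the data; inconclusive means inhibition above a set limit but visual check negative; inactive means inhibition not above a set limit, visual check negative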;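 further: nuclear over cytoplasmic p65 intensity ratio measured by imaging; 0% = IL-1B stimulated DMSO wells and 100% = unstimulated DMSO wells; values of inactives mirror those of a sister screen read the other way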
PLAP inhibitors HTS: inhibition of human placental alkaline phosphatase – biochemical, luminescence, HTS (AID 690); 96,000 compounds, 0.08% hits; inhibition, % at 20 µM; hits with a dose series show IC50 in µM; purified PLAP, luminescent substrate; higher % means a stronger effect; in the data active means a potency from the dose series; inactive means the rest, 99 in 100 with inhibition below about 30%; further: strong numbers were not always called active
MRP reversal: compounds reversing MRP-mediated drug resistance; H69AR cells + 2 uM doxorubicin, CellTiter-Glo, 72 h; differential viability (reversal), % at 10 µM; 85,000 compounds, 0.04% hits;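 active means viability drop by adding the cancer drug above about 55%, with treated viability meeting a 40% cutoff, limit read from the data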;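 further: viability without doxorubicin minus viability with 2 µM doxorubicin for each compound; larger differential means the compound sensitizes cells more to doxorubicin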
Bcl-B displacement: displacers of TR3 peptide from Bcl-B, primary screen, selectivity assay for Bfl-1 inhibitor project, biochemical, fluorescence polarization; FP displacement of FITC-TR3 peptide from Bcl-B; higher % means a stronger effect; displacement, % at 20 µM, or IC50 in µM where a hit was titrated; 96,000 compounds, 0.11% hits;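 active means displacement above 50% at 20 µM plus a fluorescence interference ratio under 1.5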;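 further: plate controls were wells without compound for no effect and wells lacking Bcl-B protein for full effect; a part of the inactive calls stands beside numbers as strong as those of hits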
IL1B NFkB pot: enhances IL-1B driven NFkB nuclear translocation; HUVEC IL-1B NFkB p65 nuclear translocation imaging; 94,000 compounds, 0.3% hits; activation, % at 2 µM; AID 819;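 active means activation above 40%, about the mean plus 3 SD, also judged a hit on visual image review; inconclusive means activation above 40% but not a hit on visual review; inactive means activation not above 40% and no visual hit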;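 further: percent activation is computed from the nuclear over cytoplasmic p65 intensity ratio; values of inactives mirror those of a sister screen read the other way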
MRP reversal cytotoxicity: also measured in MRP reversal; calls as there; viability, %; H69AR cells, CellTiter-Glo, 72 h; measured here: cytotoxicity without doxorubicin
MRP reversal with doxorubicin: further read-out of MRP reversal, marked with its call; viability, %; measured here: viability with 2 uM doxorubicin; stronger effect = lower value
NFkB transloc inh cell count 2 µM: second read-out of NFkB transloc inh, no call of its own (marks repeat the call); cell count; measured here: cells passing quality filter;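 raw number of nuclei counted in each imaged well without normalization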
IL1B NFkB pot cell count 2 µM: also measured in IL1B NFkB pot; calls as there; cell count; measured here: cells passing quality filter
* marks the source's active call; other numbers are inactive results; u = inconclusive; x = not tested or not shown.

SMILES | NFkB transloc inh | NFkB transloc inh cell count 2 µM | PLAP inhibitors HTS | MRP reversal | MRP reversal cytotoxicity | MRP reversal with doxorubicin | Bcl-B displacement | IL1B NFkB pot | IL1B NFkB pot cell count 2 µM
CCCNC(=O)C(NS(=O)(=O)c1cccc2nsnc12)c1ccccc1 (stereo not given) | -25.1 | 77 | 17.1% | 9.8 | 102.4 | 92.6 | -0.7% | 27.8 | 77
CCCC(=O)Nc1cc2c(cc1C(=O)c1ccccc1)OCCO2 | -58.0 | 127 | -1.4% | -9.8 | 77.9 | 87.6 | -3.5% | u | x
CCSc1nc2ccccc2n1Cc1nc(N)nc(N(C)C)n1 | -27.6 | 121 | 5.8% | -4.4 | 67.7 | 72.0 | -11.1% | 27.6 | 121
CCC(CCC(=O)Nc1ccn(-c2ccccc2)n1)C(=O)O (stereo not given) | x | x | -10.7% | 7.8 | 90.1 | 82.4 | -4.2% | x | x
Cc1ccc(C2C(C#N)=C(N)Oc3n[nH]c(-c4cccs4)c32)cc1 (stereo not given) | -36.5 | 118 | x | 5.8 | 90.8 | 85.0 | x | 36.5 | 118
Cc1cc(C(=O)NCCC2=CCCCC2)no1 | 7.5 | 105 | -45.3% | 13.1 | 91.4 | 78.4 | -6.6% | -7.5 | 105
Cc1cc(C)nc(SCc2nnc(SCC(=O)N3CCCc4ccccc43)n2C)n1 | -1.1 | 191 | -3.8% | 7.0 | 86.6 | 79.6 | 0.5% | 1.1 | 191
CC(C)(Oc1ccc(Cl)cc1)C(=O)OCC(=O)N1CCCC1 | x | x | 0.0% | -4.8 | 94.4 | 99.2 | -7.3% | x | x
CCOC(=O)c1sc(=S)n(CC)c1N | x | x | 12.5% | 11.3 | 95.1 | 83.7 | 6.1% | x | x
CN1/C(=C\C(=O)COC(=O)C2COc3ccccc3O2)C(C)(C)c2ccccc21 (stereo not given) | 14.5 | 115 | 10.4% | -14.5 | 87.4 | 101.9 | -6.4% | -14.5 | 115
Cc1ccc(-c2nnn(CC(=O)N(Cc3cccs3)C(C(=O)NC(C)(C)C)c3ccco3)n2)o1 (stereo not given) | 11.4 | 115 | -18.9% | 11.8 | 94.5 | 82.6 | -2.7% | -11.4 | 115
Cc1ccc(-c2nc(CS(=O)(=O)CC(=O)NC3CCCCC3C)c(C)o2)cc1 (stereo not given) | x | x | 1.1% | 2.6 | 80.0 | 77.4 | -24.9% | x | x
Fc1ccccc1NC(=S)N/N=C/c1ccccc1Br | 1.6 | 145 | -9.5% | x | x | x | 1.2% | -1.6 | 145
C=CCn1c(=O)c(C(=O)NCCN(CC)CC)c(O)c2ccccc21 | -8.7 | 142 | -37.3% | x | x | x | -4.2% | 8.7 | 142
CC(=O)OCCCCON1C(=O)c2ccccc2C1=O | -22.5 | 131 | -18.8% | 3.7 | 93.9 | 90.2 | -4.9% | 22.5 | 131
CN(C)c1ccnc(Oc2ccc(F)cc2)c1C#N | -4.4 | 103 | 9.0% | x | x | x | -3.0% | 4.4 | 103
O=C(NCCN=C1NS(=O)(=O)c2ccccc21)c1ccco1 | 3.1 | 154 | 16.3% | x | x | x | 3.0% | -3.1 | 154
CC(=O)C1=C(O)C(=O)N(Cc2ccco2)C1c1ccc(F)cc1 (stereo not given) | -6.5 | 150 | 1.5% | 4.1 | 90.1 | 86.0 | -8.0% | 6.5 | 150
Cn1c(=O)c2ncn(CC(=O)Nc3ccc4c5c(cccc35)CC4)c2n(C)c1=O | -10.8 | 113 | 8.4% | 4.1 | 96.3 | 92.2 | 0.2% | 10.8 | 113
CC(=O)OC1c2ccccc2C(=O)N1Cc1ccccc1 (stereo not given) | -6.0 | 72 | -3.4% | 6.9 | 99.5 | 92.5 | -3.3% | 6.0 | 72

Continued; the last 3 above are carried over.
SMILES | NFkB transloc inh | NFkB transloc inh cell count 2 µM | PLAP inhibitors HTS | MRP reversal | MRP reversal cytotoxicity | MRP reversal with doxorubicin | Bcl-B displacement | IL1B NFkB pot | IL1B NFkB pot cell count 2 µM
CC(=O)C1=C(O)C(=O)N(Cc2ccco2)C1c1ccc(F)cc1 (stereo not given) | -6.5 | 150 | 1.5% | 4.1 | 90.1 | 86.0 | -8.0% | 6.5 | 150
Cn1c(=O)c2ncn(CC(=O)Nc3ccc4c5c(cccc35)CC4)c2n(C)c1=O | -10.8 | 113 | 8.4% | 4.1 | 96.3 | 92.2 | 0.2% | 10.8 | 113
CC(=O)OC1c2ccccc2C(=O)N1Cc1ccccc1 (stereo not given) | -6.0 | 72 | -3.4% | 6.9 | 99.5 | 92.5 | -3.3% | 6.0 | 72
Cc1nc(SCC(=O)Nc2c(C)n(C)n(-c3ccccc3)c2=O)n[nH]1 | 2.6 | 150 | x | 3.5 | 97.5 | 94.0 | x | -2.6 | 150
O=C(Nc1cnc2ccccc2c1)N1CCCCC1 | x | x | 16.9% | 4.9 | 87.8 | 82.8 | 3.0% | x | x
CCn1nnnc1SCC(=O)N1c2ccccc2Sc2ccccc21 | 7.0 | 131 | x | 0.7 | 62.3 | 61.6 | x | -7.0 | 131
O=S(=O)(/N=C/c1ccccc1O)c1cccs1 | 6.2 | 151 | -0.6% | -1.4 | 104.0 | 105.5 | -9.0% | -6.2 | 151
COc1ccc(NC(=O)C2CCCN(c3c4c(nc5ncnn35)CCC4)C2)cc1OC (stereo not given) | 7.1 | 110 | -26.0% | -10.1 | 64.5 | 74.6 | 5.1% | -7.1 | 110
Cc1ccc(NS(C)(=O)=O)c(C(=O)c2ccccc2)c1 | 14.7 | 145 | -40.3% | 9.6 | 100.8 | 91.2 | -2.2% | -14.7 | 145
Cc1cc(C)n2nc(S(=O)(=O)NCCc3ccccc3)nc2n1 | 8.3 | 172 | 3.7% | 7.8 | 93.0 | 85.2 | 6.8% | -8.3 | 172
COc1cc2[nH]c(=S)n(NC(=O)c3ccccc3)c(=O)c2cc1OC | -31.2 | 184 | -51.4% | 5.5 | 91.0 | 85.5 | 2.1% | 31.2 | 184
CC(C)(C)c1ccc(-c2noc(CCC(=O)NCC3CCCO3)n2)cc1 (stereo not given) | -1.6 | 123 | -73.7% | 4.0 | 94.2 | 90.3 | -4.9% | 1.6 | 123
O=C(OCc1ccc(Cl)c(Cl)c1)c1cnccn1 | -8.8 | 71 | 21.9% | 3.8 | 95.8 | 92.1 | -3.0% | 8.8 | 71
O=C(CCS(=O)NCc1ccccc1)NCc1ccccc1 (stereo not given) | -20.0 | 138 | -13.9% | -0.1 | 104.5 | 104.6 | -3.6% | 20.0 | 138
CCCN1C2=C(C(=O)CCC2)C(c2ccc(F)cc2)C2=C1c1ccccc1C2=O (stereo not given) | -7.0 | 169 | x | 18.1 | 49.1 | 31.0 | x | 7.0 | 169
CN1CCN(S(=O)(=O)c2ccc(N)cc2)CC1 | -0.2 | 78 | x | 6.5 | 97.5 | 91.0 | x | 0.2 | 78
O=C(O)C1CCCN(S(=O)(=O)c2ccc(F)cc2)C1 (stereo not given) | x | x | -4.4% | 22.0 | 98.4 | 76.4 | 4.1% | x | x
CCS(=O)(=O)c1ccc(S(=O)(=O)CC)s1 | -5.0 | 182 | -4.2% | 4.3 | 101.6 | 97.3 | -7.4% | 5.0 | 182
COc1ccc(N2C(=O)CC(NCc3ccncc3)C2=O)cc1 (stereo not given) | -5.8 | 171 | x | 5.4 | 102.3 | 96.9 | x | 5.8 | 171
COc1ccc(OC)c(C2=NOC(C(=O)NCc3ccco3)C2)c1 (stereo not given) | 14.3 | 126 | -19.5% | -26.9 | 32.7 | 59.6 | 14.5% | -14.3 | 126
CCOc1ccccc1CN1CCN(S(C)(=O)=O)CC1 | -6.0 | 94 | -4.2% | -1.0 | 97.7 | 98.6 | 0.1% | 6.0 | 94
Cc1ccc(S(=O)(=O)N/N=C\c2cn(-c3ccccc3)nc2-c2ccccc2)cc1 | -6.9 | 87 | -46.0% | x | x | x | -6.7% | 6.9 | 87
CCCc1cc(Nc2c(C)n(C)n(-c3ccccc3)c2=O)n2c(nc3ccccc32)c1C#N | 4.2 | 58 | -37.7% | 40.3 | 78.0 | 37.7 | 0.0% | -4.2 | 58
COc1ccc(NC(=O)N(Cc2ccc(C)cc2)Cc2cccnc2)c(OC)c1 | -4.6 | 170 | -47.2% | 1.2 | 85.1 | 83.8 | 1.5% | 4.6 | 170
CCOc1cc(C(=O)Nc2ccc(S(=O)(=O)N3CCOCC3)cc2)cc(OCC)c1OCC | -27.1 | 105 | -18.3% | 5.9 | 89.8 | 84.0 | 8.1% | 27.1 | 105
Cc1cc(C(=O)N/N=C2\CC(=O)CC(C)(C)C2)n[nH]1 | -11.5 | 148 | -9.5% | x | x | x | 1.9% | 11.5 | 148
COc1ccccc1NC(=O)Cn1c(=O)oc2ccccc21 | -9.2 | 182 | -3.8% | 12.6 | 108.5 | 95.9 | 3.9% | 9.2 | 182
CCC(NC(=O)c1ccccc1NC(=O)c1ccccc1)C(=O)O (stereo not given) | 5.4 | 114 | -14.4% | 4.2 | 101.5 | 97.3 | -3.9% | -5.4 | 114
CC1(C)Cc2c(C#N)c(SCc3ccccc3)nc(N3CCOCC3)c2CO1 | -11.7 | 121 | -24.6% | 21.0 | 44.0 | 23.0 | -9.2% | 11.7 | 121
CCOC(=O)c1cnc2c(OC)cccc2c1N1CCN(c2ccccc2OC)CC1 | -37.6 | 114 | -41.4% | -1.4 | 51.1 | 52.5 | 0.7% | 37.6 | 114
Cc1cc(C)nc(-n2nc(C)cc2NC(=O)CNC(C)c2ccccc2)n1 (stereo not given) | -1.3 | 173 | 3.5% | x | x | x | -15.5% | 1.3 | 173
COc1ccc(OC)c(C(=O)CN2CCN(S(=O)(=O)c3ccc(Br)cc3)CC2)c1 | x | x | -64.6% | x | x | x | -31.0% | x | x
O=C(CC1SC(=O)N(Cc2cccc3ccccc23)C1=O)Nc1nccs1 (stereo not given) | -5.8 | 141 | 11.2% | x | x | x | -0.7% | 5.8 | 141
Cc1c(C(=O)NCc2ccccn2)oc2ccc(S(=O)(=O)N3CCOCC3)cc12 | x | x | -48.9% | 1.9 | 90.3 | 88.4 | 33.1% | x | x
O=[N+]([O-])c1cc(S(=O)(=O)Nc2ccccc2)ccc1-n1nnc2ccccc21 | 6.3 | 172 | -12.0% | 14.4 | 92.5 | 78.0 | -5.3% | -6.3 | 172
c1ccc(-c2nnc3sc(Cc4cccs4)nn23)cc1 | -16.1 | 146 | x | 5.3 | 85.0 | 79.6 | x | 16.1 | 146
Cc1nc(C)c2c(=O)cc(-c3ccccc3)[nH]c2n1 | 4.1 | 108 | -14.6% | -21.3 | 30.7 | 52.0 | 0.2% | -4.1 | 108
CN(/N=C/c1ccncc1)C1=NS(=O)(=O)c2ccccc21 | x | x | 0.3% | x | x | x | 3.9% | x | x
CCOC(=O)c1cc2c(nc1N)CC(C)(C)OC2 | 0.1 | 131 | x | 7.2 | 95.6 | 88.4 | x | -0.1 | 131
COc1ccc(NC2CC(=O)N(C)C2=O)cc1 (stereo not given) | x | x | 7.0% | -15.6 | 79.2 | 94.7 | -5.7% | x | x
CCCn1c(C2CC(=O)N(c3ccc(C)cc3)C2)nc2ccccc21 (stereo not given) | -6.5 | 176 | -14.2% | 2.0 | 78.5 | 76.5 | 4.7% | 6.5 | 176
Fc1ccc(OCCOCCNCC2CCCO2)cc1 (stereo not given) | 2.4 | 157 | x | x | x | x | x | -2.4 | 157
CCOc1c2ccc(C(=O)NCc3ccc(C)cc3)cc2nn1CCOC | 14.1 | 98 | -4.4% | x | x | x | -2.2% | -14.1 | 98

As entered above:
O=[N+]([O-])c1cc(S(=O)(=O)Nc2ccccc2)ccc1-n1nnc2ccccc21 in NFkB transloc inh cell count 2 µM → 172
CCOc1cc(C(=O)Nc2ccc(S(=O)(=O)N3CCOCC3)cc2)cc(OCC)c1OCC in Bcl-B displacement → 8.1%

Not all compounds are listed, so the mix of outcomes need not match the whole.
